EPAC2 agonist: agonists of human EPAC2 (RAPGEF4); hit rate 0.079% among 360,000; Q8WZA2; Potency, µM (top dose mostly 154 µM), inactives show at the top dose activation, most hits filed as activators; EPAC2 activation, biochemical qHTS; response scale: 100% = 6.5 mM cAMP response; AID 720711; also: potency is read from the fitted curve at half-maximal effect; nearly all actives have a fitted effect of over 50% in size
Target sequence (Q8WZA2 whole entry, looked up): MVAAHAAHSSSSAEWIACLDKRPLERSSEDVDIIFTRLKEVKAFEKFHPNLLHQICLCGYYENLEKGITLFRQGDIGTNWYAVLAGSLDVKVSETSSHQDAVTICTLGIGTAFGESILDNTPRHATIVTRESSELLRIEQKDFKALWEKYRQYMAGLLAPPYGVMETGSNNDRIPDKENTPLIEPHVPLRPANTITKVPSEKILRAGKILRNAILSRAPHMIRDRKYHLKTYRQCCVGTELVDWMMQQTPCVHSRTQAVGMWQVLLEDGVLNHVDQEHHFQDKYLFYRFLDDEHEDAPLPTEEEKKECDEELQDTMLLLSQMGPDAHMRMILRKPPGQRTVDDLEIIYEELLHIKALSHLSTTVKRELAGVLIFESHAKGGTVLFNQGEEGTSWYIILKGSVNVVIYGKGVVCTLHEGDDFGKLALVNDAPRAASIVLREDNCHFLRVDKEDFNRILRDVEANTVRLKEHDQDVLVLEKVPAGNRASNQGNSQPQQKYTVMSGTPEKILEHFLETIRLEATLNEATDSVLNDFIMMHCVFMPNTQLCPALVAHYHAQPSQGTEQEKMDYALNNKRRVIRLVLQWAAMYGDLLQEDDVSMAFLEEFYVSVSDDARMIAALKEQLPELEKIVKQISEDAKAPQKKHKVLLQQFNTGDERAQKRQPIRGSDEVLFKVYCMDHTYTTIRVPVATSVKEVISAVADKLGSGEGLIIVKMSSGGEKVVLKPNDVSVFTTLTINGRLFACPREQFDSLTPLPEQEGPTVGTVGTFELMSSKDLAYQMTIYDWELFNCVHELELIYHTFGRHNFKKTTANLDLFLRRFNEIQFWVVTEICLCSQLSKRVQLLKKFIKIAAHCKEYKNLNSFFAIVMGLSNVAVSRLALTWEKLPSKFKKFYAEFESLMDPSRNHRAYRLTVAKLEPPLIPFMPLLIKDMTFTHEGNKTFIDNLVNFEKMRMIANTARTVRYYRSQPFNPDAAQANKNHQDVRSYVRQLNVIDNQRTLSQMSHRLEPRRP
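qHTS, titration series. 100 nM EPAC2 / 250 nM Rap1B-BODIPY-GDP / 50 uM GDP; RT; ex 480/em 540 nm, 5-min reads to 30 min. Norm. to 6.5 mM cAMP = activation.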
FUS suppressor: rescues growth of FUS-expressing yeast | AID 1347120 | Potency, µM (doses to about 76.6 µM), for inactives: at the top dose growth rescue (activation), actives largely listed as activators | hit rate 0.24% among 390,000 | S. cerevisiae FUS-expressing, growth rescue, OD600, 24 h;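 also: potency is read from the fitted curve at half-maximal effect; plate controls were DMSO vehicle for no effect and reference control for full effect; nearly all actives have a fitted effect of over 55% in size; some results filed as inactive show a strong effect at the top dose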
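Compound concentration series was pinned onto galactose-induced FUS-expressing yeast seeded at OD 0.005. Plates sat 24hr at 30C; absorbance at 600 nm gave growth. DMSO served as background control.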
aSyn yeast inh: inhibitors of alpha-synuclein toxicity in yeast. Yeast expressing alpha-synuclein, growth rescue, BacTiter-Glo, 24 h. Potency, µM (top dose mostly 46.1 µM), without a hit: at the top dose growth rescue (activation), actives largely listed as activators. hit rate 0.14% among 370,000; also: potency is read from the fitted curve at half-maximal effect; % of control where 0% means no effect; nearly all actives have a fitted effect of over 65% in size
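Screening used galactose-induced yeast with toxic alpha-synuclein levels, exposed to compound for 24 hr at 30 deg C. Cell growth, read with BacTiter-Glo luminescence, gave the measured signal.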
TDP-43 yeast inh: TDP-43 toxicity inhibition in yeast. TDP-43 expressing yeast growth rescue, BacTiter-Glo, 24 h. Potency, µM (doses to about 46.1 µM), for the others: top-dose growth rescue (activation), most hits filed as activators. hit rate 1.8% among 410,000; also: potency is read from the fitted curve at half-maximal effect; % of control where 0% means no effect; nearly all actives have a fitted effect of over 50% in size
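Yeast cells expressing TDP-43 under galactose induction are exposed to compounds for 24 hr at 30 deg C. BacTiter-Glo luminescence measures growth, so protective compounds score as activators.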
EPAC2 antag: EPAC2 (human) antagonism | hit rate 0.18% among 360,000 | EPAC2 GEF exchange of Rap1B-BODIPY-GDP, fluorescence | AID 720708 | Q8WZA2 | Potency, µM (top dose mostly 114 µM), for the others: at the highest dose activity, negative = inhibition, hits mostly inhibitors; also: potency is read from the fitted curve at half-maximal effect; % is scaled to controls: 0 for no effect and ±100 for the full control effect; nearly all actives have a fitted effect of over 45% in size; many of its hits are not listed in these tables
Abeta yeast res: A-beta toxicity reversal in yeast. AID 1347071. hit rate 0.063% among 410,000. yeast expressing A-beta42, growth rescue, OD600, 48 h; response scale: 0% DMSO, 100% iron-clioquinol control. Potency, µM (titrated, usually from 46.1 µM), inactives show at the top dose growth rescue, most hits filed as activators; also: potency is read from the fitted curve at half-maximal effect; nearly all actives have a fitted effect of over 55% in size
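Yeast A-beta toxicity model in growth medium with pinned compounds, 48 h at 30 C; growth read as absorbance at 600 nm. Normalized to FeCl3/clioquinol equimolar mix (positive) and DMSO (negative).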
D3 ag: activates the human D3 dopamine receptor. P35462. D3R DiscoveRx beta-arrestin cells, luminescence, 90 min. max activation, %. hit rate 0.58% among 410,000. AID 652048; in the data active = max activation above about 30%; also: 0% is about no effect; mostly tested at two doses, the higher about 12 µM
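Cells at 1500/well, incubated overnight, then treated with pinned compounds (dopamine as control) for 90 min at 37 degrees C. DiscoveRx reagent added for 30 - 60 minutes at room temperature; luminescence read.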
D3 antag: blocks the human D3 dopamine receptor; hit rate 2.5% among 360,000; D3R cells, DiscoveRx beta-arrestin luminescence, antagonist mode; stronger effect = lower value; max response, negative = inhibition, %; in the data active = max response below about -50%; inconclusive = no clear call, values can overlap the other calls; also: % is scaled to controls: 0 for no effect and ±100 for the full control effect; mostly tested at two doses, the higher about 12 µM
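Cells expressing the human receptor were seeded at 1500 cells/well, incubated overnight at 37 degrees C in 5% CO2, then exposed to library compounds with dopamine controls for 90 minutes at 37 degrees C before luminescent detection.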
Numbers without * were called inactive; ? = inconclusive; . = no result given; & = joins results of further samples. Unless noted, calls follow the shape of the dose curve; as a rule, active = well fitted curve in the direction sought with a large enough effect; inconclusive = small, poorly fitted or top-dose-only effect, or another doubt; inactive = no such curve, though single readings can be large; an effect the other way counts as inactive or inconclusive. These rows are one share of the data (hit frequency here may not be typical).

entry	SMILES	EPAC2 agonist	FUS suppressor	aSyn yeast inh	TDP-43 yeast inh	EPAC2 antag	Abeta yeast res	D3 ag	D3 antag
1	COc1ccccc1Nc1cc(C)nc2c(C)cccc12	4.0%	-22.5%	0.4%	-10.3%	-5.9%	-4.9%	2.4	0.7
2	O=C(NCc1ccccc1)C1=C[C@H](c2ccc(Br)cc2)C[C@H](OCc2ccc(CO)cc2)O1	8.1%	36.7%	?	14.9%	-0.8%	2.6%	-13.8	-6.3
3	CCOc1ccc(CNS(=O)(=O)c2cc(-c3cc(C)no3)ccc2C)cc1OC	.	11.3%	.	1.5%	.	-14.4%	3.7	.
4	Cc1cccc(NC(=O)C(C)N2C(=O)C3C4CC(C(Br)C4Br)C3C2=O)c1 (stereo not given)	23.7%	?	7.7%	10.2%	2.6%	15.0%	-1.2	?
5	S=C(NCc1cccc(Cl)c1)NC1CCCCC1	6.6%	.	3.5%	?	-15.7%	7.2%	-4.1	5.6
6	Cn1c(=O)n(C)c2cc(S(=O)(=O)Nc3ccc(F)cc3)ccc21	-2.7%	-4.3%	2.1%	-0.2%	-1.0%	1.4%	7.2	17.7
7	CN(C)c1ccc(CNC(=O)CCCn2ccc3cc(S(=O)(=O)N4CCCC4)ccc32)cc1	.	?	.	5.3%	.	-7.3%	0.4	.
8	CCNC(=O)CCn1nc(-c2ccc(C)cc2)c2ccccc2c1=O	4.2%	-5.0%	-2.7%	-15.7%	0.3%	5.5%	-2.0	-15.2
9	COc1cc(CN2CCN(CC#Cc3ccccc3)CC2CCO)cc(OC)c1 (stereo not given)	3.0%	-9.5%	7.9%	5.4%	-9.2%	-0.1%	-3.3	2.5
10	CCc1cc2c(cc3c(=O)n(CC(=O)NCCc4ccc(OC)cc4OC)nc(CC)n32)s1	.	9.1%	.	15.1%	.	-16.0%	9.5	.
11	CCOc1cc(/C=N/NC(=O)C(=O)NC)cc(Br)c1O	-10.1%	.	1.4%	20.5%	-7.4%	2.5%	-2.8	16.6
12	CC1CC(C)CN(C(=O)c2cn(C)c3ccc(S(=O)(=O)N(C)C)cc3c2=O)C1 (stereo not given)	1.5%	-11.3%	-6.0%	6.8%	5.3%	9.5%	4.1	10.9
13	COc1ccc(NC(=O)c2c(Cl)nc3ccccn23)cc1	4.0%	4.0%	1.0%	5.0%	-0.9%	13.4%	5.7	-18.5
14	Cc1cc(N(CN2CCCC2=O)C(=O)c2ccccc2)no1	0.3%	-0.3%	.	6.4%	4.2%	-2.7%	0.5	9.4
15	Cc1ccc(-c2nc(CS(=O)(=O)CC(=O)N3CCCCCC3)c(C)o2)cc1	5.7%	7.7%	1.7%	29.3%	-9.0%	-10.0%	4.4	0.0
16	COc1ccc(NC(=O)CCCNC(=O)Cn2cnc3sc4c(c3c2=O)CCCC4)cc1OC	9.3%	?	-1.7%	-21.3%	0.3%	-9.1%	-26.8	6.6
17	Cc1cc(C)c(C(=O)Nc2ccc(S(=O)(=O)Nc3onc(C)c3C)cc2)c(C)c1	2.6%	-10.8%	-0.9%	11.8%	5.3%	-20.4%	-1.4	21.7
18	O=C(COC(=O)/C=C/c1ccc2c(c1)OCO2)Nc1ccccc1	4.4%	14.8%	-3.7%	-6.7%	1.2%	-13.6%	-3.0	-3.5
19	COCCNC(=O)CCn1c(=O)[nH]c2cc(OC)c(OC)cc2c1=O	.	-36.5%	.	-2.6%	.	-7.6%	-5.5	.
20	COc1ccc(O)c(/C=N/Nc2nc(Nc3ccccc3)nc(-n3nc(C)cc3C)n2)c1	5.3%	10.7%	8.3%	22.4µM*	3.2%	?	-38.9	-117.2*
21	CCOC(=O)N1CCN(C(=O)c2cn(CC)c3ccc(S(=O)(=O)N4CCCC4)cc3c2=O)CC1	-5.9%	9.2%	-0.7%	0.0%	6.4%	16.1%	1.1	12.3
22	CCCC(=O)Nc1ccc(NC(=O)c2ccccc2F)cn1	13.6%	22.0%	-1.5%	-10.1%	0.3%	-9.8%	8.3	-6.5
23	CCCNC(=O)NS(=O)(=O)c1ccc(Cl)cc1	2.0%	-31.6%	1.5%&0.6%	2.2%	0.2%	-7.5%	0.5&5.1	20.1
24	O=c1c2ccccc2nnn1Cc1nnc(-c2ccccc2Br)o1	-1.8%	16.9%	6.9%	?	-0.9%	-10.3%	1.4	1.6
25	CCOc1ccc(NS(=O)(=O)c2ccc3ncsc3c2)cc1	3.0%	-1.8%	10.1%	?	-4.4%	-2.1%	12.8	-1.6
26	COc1ccc(C(=O)NCC(c2ccco2)S(=O)(=O)c2cccs2)cc1 (stereo not given)	.	-6.9%	.	23.3%	.	-19.2%	2.5	.
27	CC(=O)N1CCCc2cc(S(=O)(=O)N3CCC(C(=O)N(C)C4CCCCC4)CC3)ccc21	.	44.8%	.	19.7%	.	14.1%	8.6	.
28	CCCc1cc(Nc2ccccc2OCC)n2ncnc2n1	3.2%	?	-0.5%	6.8%	-5.2%	-1.3%	-4.9	-8.7
29	CC(=O)Nc1cccc(NC(=O)COc2ccccc2C)c1	-3.8%	-0.1%	2.6%	9.4%	3.8%	-3.7%	-2.9	11.5
30	CC(=O)c1c(C)[nH]c(C(=O)OCC(=O)c2ccc(Br)cc2)c1C	2.8%	-11.8%	-0.2%	-7.6%	-23.7%	0.0%	3.4	27.8

Single records, from the list above. Values in the order: EPAC2 agonist	FUS suppressor	aSyn yeast inh	TDP-43 yeast inh	EPAC2 antag	Abeta yeast res	D3 ag	D3 antag
Listed for S=C(NCc1cccc(Cl)c1)NC1CCCCC1 = 6.6%	.	3.5%	?	-15.7%	7.2%	-4.1	5.6
Listed for CCOc1ccc(NS(=O)(=O)c2ccc3ncsc3c2)cc1 = 3.0%	-1.8%	10.1%	?	-4.4%	-2.1%	12.8	-1.6

Next part:
entry	SMILES	EPAC2 agonist	FUS suppressor	aSyn yeast inh	TDP-43 yeast inh	EPAC2 antag	Abeta yeast res	D3 ag	D3 antag
31	COc1ccc2oc(=O)c(C(=O)N3CCN(c4ccc(C)cc4)CC3)cc2c1	.	13.2%	.	11.8%	.	-10.5%	7.4	.
32	CCN(C(=O)CSc1nc2cc(Cl)ccc2c(=O)n1Cc1ccco1)C1CCS(=O)(=O)C1 (stereo not given)	-3.0%	9.6%	-2.1%	-13.5%	-2.6%	12.0%	-5.9	-23.4
33	S=c1[nH]nc(COc2ccc(Cl)cc2Cl)n1-c1ccccc1	3.4%	10.0%	-7.5%	14.6%	?	?	12.1	1.1
34	O=C(O)CSCC(=O)N1CCN(c2ncnc3scc(-c4ccccc4)c23)CC1	8.2%	-16.2%	-7.1%	0.0%	3.3%	1.0%	-0.8	-13.3
35	COc1cc(NC(=O)[C@@H]2CCCN(S(=O)(=O)c3cccc4cccnc34)C2)cc(OC)c1OC	0.4%	13.7%	1.3%	7.7%	-6.7%	4.6%	43.1*	106.3
36	O=C1C2C3C=CC(C3)C2C(=O)N1CCN1CCN(S(=O)(=O)/C=C/c2ccccc2)CC1 (stereo not given)	14.4%	0.6%	-6.7%	-6.9%	-7.3%	-1.4%	0.5	2.6
37	Cc1ccc2cc(CCNC(=O)c3cccs3)c(=O)[nH]c2c1	6.6%	-7.9%	-6.4%	14.1%	2.6%	7.9%	2.9	26.1
38	O=[N+]([O-])c1ccc(OCC2CC(c3ccccc3)=NO2)cc1 (stereo not given)	7.0%	-13.8%	-0.9%	-12.0%	1.6%	3.6%	-1.1	-25.1
39	O=C(CN1CCN(c2ccccc2O)CC1)Nc1ccc2c(c1)CCC2	-9.0%	20.8%	2.7%	-12.3%	-24.2%	2.9%	-12.0	-71.5*
40	N#C/C(=C\c1cccc(Cl)c1)c1n[nH]c(Cn2cncn2)n1	8.7%	5.6%	1.9%	10.9%	5.7%	4.4%	-0.3	19.0
41	CS(=O)(=O)c1ccc(Nc2nc(C(N)Cc3ccc(F)cc3)cs2)cc1 (stereo not given)	11.0%	-15.2%	-4.4%	16.6%	29.3%	-10.7%	-4.8	-7.7
42	COCc1cc(C)nc2sc(C(=O)Nc3nccs3)c(N)c12	-3.5%	-10.2%	2.5%	17.7%	7.3%	14.8%	-6.1	-9.6
43	Nc1nc(Cl)nc2c1ncn2[C@@H]1O[C@H](CO)[C@@H](O)[C@H]1O	-0.4%	-39.2%	-0.6%&3.2%	0.0%	1.0%	22.8%	-65.0	-19.1
44	CC(C)c1nc(=S)c2ccccc2[nH]1	7.4%	3.3%	-5.5%	0.0%	5.8%	13.8%	0.4	-11.9
45	CC(=O)c1cccc(NC(=O)c2cc(-c3ccc4c(c3)OCCO4)on2)c1	.	11.5%	.	?	.	-10.9%	3.1	.
46	CSc1cccc(N2CC(C(=O)N3CCN(S(=O)(=O)c4ccccc4Cl)CC3)CC2=O)c1 (stereo not given)	11.4%	?	8.6%	2.4%	-7.8%	-4.9%	-0.1	-8.1
47	Cc1nc(C)c(-c2csc(Nc3ccccn3)n2)s1	12.6%	11.9%	-20.6%	35.5µM*	-13.1%	?	3.6	10.9
48	COC(=O)c1ccc(N2CN=C(c3ccc(C)cc3)NC2=S)cc1	3.1%	5.0%	0.3%	21.0%	-5.3%	0.0%	4.7	12.1
49	CC(=O)N1c2c(cc(Br)cc2S(=O)(=O)N2CCN(C(=O)c3ccco3)CC2)CC1C (stereo not given)	-3.6%	-14.7%	-11.2%	0.5%	-1.1%	-6.6%	1.7	6.3
50	CCOc1cc(N2CCOCC2)c(OCC)cc1NC(=O)c1c(C)noc1C	9.8%	-0.7%	0.6%	-17.6%	4.0%	-18.8%	-6.2	14.7
51	O=C(COC(=O)c1cc([N+](=O)[O-])ccc1N1CCOCC1)c1ccc(Br)cc1	7.5%	11.6%	6.0%	-4.9%	-6.9%	-0.9%	-4.8	-14.6
52	COc1cc(C2c3cc4c(cc3C(O)C3COCC23)OCO4)cc(OC)c1OC (stereo not given)	5.9%	14.5%	4.2%	-11.3%	-1.3%	12.1%	-17.8	7.3
53	O=C(NCc1cccnc1)c1cccc(S(=O)(=O)N2CCCCC2)c1	-3.9%	13.1%	-6.2%	-10.2%	7.0%	12.2%	-1.2	11.2
54	O=C(CSc1nnc(CNC(=O)c2ccccc2)o1)NCc1ccc2c(c1)OCO2	7.0%	15.4%	0.1%	-10.8%	18.2%	0.9%	-5.2	-4.1

Part of the list above, showing only Abeta yeast res:
no. | Molecule | Abeta yeast res
45 | CC(=O)c1cccc(NC(=O)c2cc(-c3ccc4c(c3)OCCO4)on2)c1 | -10.9%
14 | Cc1cc(N(CN2CCCC2=O)C(=O)c2ccccc2)no1 | -2.7%
25 | CCOc1ccc(NS(=O)(=O)c2ccc3ncsc3c2)cc1 | -2.1%
